Screening results: PubChem, Broad Institute
DENV2 CPE rescue: inhibitors of DENV2 cytopathic effect, primary screen, cell-based, plate reader, single concentration; DENV2-infected cells, cytopathic effect rescue; CPE inhibition, % at 9.99 µM; 350,000 tested, 1.7% active; AID 651640, 2012; in the data active = CPE inhibition above about 20%, passing the limit was not always enough; inconclusive = no clear call, values can overlap the other calls; tested in BHK-21 cells;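 also: 0% = median of neutral control wells and 100% = median of positive control wells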
miR122 inh: miR-122 Renilla sensor signal increase in Huh7, primary screen, miR-122 inhibitor project, cell-based, single point, plate reader; Huh7 miR-122 Renilla luciferase sensor, 48 h; neutral wells = 0, positive control = 100; activation (reporter increase), % at 12.5 µM; 340,000 tested, 0.3% active;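 active = mean replicate activation score at least 90 and every replicate individually at or above 90; inconclusive = only one of the two criteria met; inactive = neither criterion met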;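 also: higher luciferase means less miR-122 activity so hits act as miR-122 inhibitors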
EWS-Fli block: EWS/Fli-driven NR0B1 reporter inhibitors, primary screen, A673 cells, NR0B1 luciferase, luminescence, MLPCN library | AID 651661, 2012 | 350,000 tested, 0.67% active | viability-normalised | inhibition, % at 12.6 µM;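 active = mean inhibition of at least 50% after viability correction, with every replicate also passing that limit; inconclusive = mean reaches 50% but only one of two replicates passes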;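 also: firefly luciferase signal divided by Alamar Blue viability fluorescence both relative to DMSO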
PAX8 reporter: inhibitors of PAX8-driven TPO luciferase reporter, primary screen, RMG-I cells, single concentration; inhibition, % at 12.6 µM; 360,000 tested, 1.2% active; SteadyGlo, 24 h;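 active = mean replicate inhibition at least 60% with every replicate also reaching 60%; inconclusive = only one of the two criteria is met; inactive = mean below 60% and not all replicates reaching 60%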;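 also: luciferase light reporting Pax8 driven TPO promoter activity; plate controls were median of neutral control wells for no effect and mitoxantrone controls for full effect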
CFTR F508del cor: F508del CFTR correction, initial screen, CFBE line, single point. AID 720511, 2013. 350,000 tested, 0.36% active. activity (quench increase), % at 7.58 µM. CFBE cells, YFP halide quenching; stimulated with forskolin plus potentiator P3; % fluorescence drop versus neutral controls;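 active = mean added fluorescence quench of at least 8% versus neutral control, with both replicates also reaching 8%; inconclusive = only one of the mean or replicate conditions met; inactive = mean below 8% and not both replicates reaching 8%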;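 also: cells transiently co-express mutant CFTR-F508del with the halide-sensitive YFP; corrector assay measuring rescue of mutant channel to the surface after 24 h compound exposure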
FN deposit inh: inhibitors of fibronectin matrix deposition, primary screen, AH1F cells, Alexa488-fibronectin fluorescence, plate reader; AH1F fibroblasts, overnight; inhibition, % at 12.6 µM; 350,000 tested, 0.086% active; AID 743247, 2014;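 active = mean inhibition across replicates of 30% or more, regardless of how many single replicates reach that level; inconclusive = mean under 30% yet at least half of replicates reach 30%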;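 also: positive control wells lacked labelled fibronectin entirely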
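Material – AH1F fibroblast monolayer, labelled fibronectin deposition · Reagent – labelled fibronectin 24 nM · Timing – 1 h adhesion, overnight exposure · Measured by – fluorescence at 485 nm excitation, 525 nm emission · Read-out – inhibition of fibronectin deposition signal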
GSIS activator: GLuc luminescence reporter in INS-1E cells, primary screen for activators of glucose-dependent secretion of insulin; 370,000 tested, 0.61% active; activation, % at 16.6 µM; INS-1E GLuc reporter insulin secretion, 2-3 h;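 active = lowest replicate activation of at least 40%, so every replicate reaches that level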;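 also: 0% = median of neutral control wells and 100% = median of IBMX positive control wells; some compounds called inactive have numbers as strong as hits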
* hit, by the source's call; ? = inconclusive; · = no result given; [ ] = remark or other dose.

SMILES | DENV2 CPE rescue | miR122 inh | EWS-Fli block | PAX8 reporter | CFTR F508del cor | FN deposit inh | GSIS activator
COc1ccc(NC(=O)Nc2ccc3c(c2)CC(=O)N([C@H](C)CO)C[C@H](C)[C@@H](CN(C)S(C)(=O)=O)O3)cc1 | 6 | 5[16.7 µM] | 5 | -11 | 1.0 | · | 19
COc1ccc(-c2cc(NC=O)c3ncc(-c4cnn(C)c4)n3c2)cc1 | -4 | -6 | 16 | 0 | 1.4 | 6 | -12
CCNC(=O)c1cc2c(c(-c3cccc(-c4cccc(OC)c4)c3)n1)[C@H](CCO)N([S@@](=O)C(C)(C)C)C2 | 3 | · | 63* | 49 | 7.1 | 3 | -8
COc1ccc(CNCCC(c2ccc(F)cc2)c2ccc(OC(C)C)cc2)cc1OC (configuration not stated) | -5 | -2 | 28 | 24 | -1.0 | -6 | ·
COc1ccccc1-n1cc(-c2ccccc2)c2c(=S)nc[nH]c21 | -1 | 0 | · | 13 | -2.1 | 0 | 8
O=C(NC(=S)Nc1cc(Cl)ccc1N1CCOCC1)c1ccccc1[N+](=O)[O-] | 0 | · | 13 | 12 | 1.7 | · | 1
CC(C)CC#Cc1ccc2c(c1)O[C@@H](CN(C)C(=O)CC1CC1)[C@@H](C)CN([C@@H](C)CO)S2(=O)=O | 2 | -1[16.7 µM] | 13 | 26 | -0.4 | 3 | -34
CN(Cc1ccccc1)S(=O)(=O)c1ccc2c(c1)CCC(=O)N2 | 9 | -4 | -4 | -11 | 3.9 | 0 | 15
O=C(NCCc1ccncc1)[C@H]1N[C@H]2c3ccc(/C=C/c4ccccc4)c(=O)n3C[C@H]2[C@@H]1CO | -3 | · | -9 | 12 | · | · | -6
Cc1ccsc1CN(C(=O)c1ccc([N+](=O)[O-])cc1)C1CCS(=O)(=O)C1 (configuration not stated) | -11 | 3 | · | 4 | 2.0 | -3 | 7
CCOc1ncccc1C(=O)OCC(=O)c1cc(OC)ccc1OC | -6 | 5 | 2 | 11 | 1.0 | -7 | 0
O=C(NCCCNCc1ccccc1)c1ccc(/C=N/O)nc1 | · | 3 | · | 7 | · | 0 | 10
Cc1ccc(C)c(NC(=O)CN2C(=O)COc3ccc(S(=O)(=O)N4CCCC4)cc32)c1 | -2 | 2 | 10 | 21 | -0.1 | 2 | 7
Cc1cc(C)cc(NC(=S)N2CCN(c3ncc(C(F)(F)F)cc3Cl)CC2)c1 | 8 | · | 3 | -8 | -2.2 | -17 | 2
CCCNC(=O)c1ccccc1NC(=O)Cc1ccc(OC)c(S(=O)(=O)N2CCOCC2)c1 | -9 | 5 | 2 | -4 | 1.3 | -3 | 0
O=C(/C=C/[C@H]1O[C@@H](n2cnc3c(NC(=O)c4ccccc4)ncnc32)[C@H](O)[C@@H]1O)NCC1CCCCC1 | -5 | -1 | 0 | 3 | 0.0 | -10 | 10
COc1ccc(C#Cc2ccc3c(c2)[C@]2(C(=O)N3)[C@H](C(=O)N3CCc4cc(OC)c(OC)cc4C3)[C@H]3C(=O)O[C@H](c4ccccc4)[C@H](c4ccccc4)N3[C@@H]2c2ccc(O)cc2)cc1 | 10 | · | 3 | 1 | -2.8 | · | ·
COc1ccccc1/C=C1\SC(=O)N(CCC(=O)N2CCCCC2CCO)C1=O (configuration not stated) | -3 | -5 | -12 | 2 | 2.9 | 15 | 3
C[C@H](CO)N1C[C@H](C)[C@@H](CN(C)C(=O)Nc2ccc3c(c2)OCO3)Oc2ccc(NC(=O)Nc3ccccc3)cc2CC1=O | 2 | -8[16.7 µM] | 0 | 22 | 1.4 | · | -4
Cc1ccc(S(=O)(=O)N(C)C[C@@H]2Oc3c(cccc3N(C)C)C(=O)N([C@H](C)CO)C[C@H]2C)cc1 | -5 | -4[16.7 µM] | -7 | 14 | 1.1 | 0 | 2
CCC(C)Sc1ccc([C@@H]2[C@@H]3C(=O)N(CC)C(=O)[C@@H]3[C@]3(C(=O)OC)CCCCN23)cc1 (some centres not stated) | -9 | -6 | -6 | 18 | 2.7 | -6 | -1
COc1ccc(NC(=O)C2CCN(S(=O)(=O)c3ccc4c(c3)NC(=O)C(C)S4)CC2)cc1 (configuration not stated) | -6 | -1 | 7 | 14 | 2.4 | 0 | 1
N#CC1=C(N)Oc2cc(N)ccc2C1c1ccccc1 (configuration not stated) | -3 | -1 | 48 | 22 | · | 9 | ·
CCC1(c2ccccc2)NC(=O)N(CC(=O)Nc2ccc(N3CCOCC3)cc2)C1=O (configuration not stated) | -2 | -6 | -5 | 0 | -1.1 | -5 | -15
C[C@H]1CN([C@@H](C)CO)C(=O)c2cc(C#CC3CCCCC3)cnc2O[C@H]1CN(C)Cc1cccnc1 | 4 | 0[16.7 µM] | -1 | -7 | 0.0 | · | -5
Cc1ccc(/C(O)=C2\C(=O)C(=O)N(C)C2c2cccc([N+](=O)[O-])c2)cc1 (configuration not stated) | 0 | -3 | 18 | 21 | -0.5 | 2 | -5
O=C(NNc1ccc(C2CCCCC2)cc1)C(O)(c1ccccc1)c1cccs1 (configuration not stated) | 3 | 2 | -11 | · | -2.5 | · | ·
CCOC(=O)c1[nH]c(C)c(/C(O)=C2\C(=O)C(=O)N(CCCN3CCOCC3)C2c2cccnc2)c1C (configuration not stated) | · | 0 | · | · | · | 1 | 9
C[C@@H]1CN([C@@H](C)CO)C(=O)c2cc(NS(=O)(=O)c3cccs3)ccc2O[C@H]1CN(C)C | 7 | -4[16.7 µM] | -5 | 1 | -1.3 | · | 19
Cc1ccc2nc(-c3ccc(Cl)cc3)c(CC3CCCCC3)n2c1 | -13 | -1 | -78 | -151 | -1.7 | 3 | 28
CCN(CC)C(=O)CSc1nnc(-c2cccc(OC)c2)o1 | · | -2 | · | -40 | · | -3 | ·
COc1ccc(/C=N\NC(=O)c2ccccc2F)cc1COc1ccc(F)cc1 | -9 | 1 | 7 | 9 | 5.1 | 0 | 0
Cc1nc2ccc(S(=O)(=O)NCC(=O)Nc3ccc(F)cc3)cc2s1 | 15 | · | -4 | 3 | -2.0 | -3 | 10
Cc1ccc(S(=O)(=O)N2CCOCC2)cc1C(=O)N1CCN(c2ncccn2)CC1 | · | -7 | -2 | -10 | -1.3 | -2 | 10
COc1ccc(-c2nnc3ccc(SCC(=O)N4CCN(c5ccccc5)CC4)nn23)cc1 | -11 | 0 | 8 | -6 | -7.0 | 10 | 13
COc1ccc(-c2cc(NC=O)c3ncc(-c4cccc(C(F)(F)F)c4)n3c2)c(OC)c1 | ? | 6 | 32 | 15 | -0.3 | 5 | ·
COc1cc(CN2CCN(CCCc3ccccc3)CC2CCO)cc(OC)c1 (configuration not stated) | -9 | 13 | 19 | 8 | 2.1 | -2 | -13
CCCN(CCC)S(=O)(=O)c1ccc(C(=O)O)cc1 | 0 | -1 | -3 | -27 | 0.0 | 2 | 7
Cc1onc(-c2c(Cl)cccc2Cl)c1/C(N)=N/OC(=O)C(C)(C)C | 2 | · | 4 | 7 | -1.3 | -9 | -16
CC1=C(C(=O)OCc2ccccc2)C(c2ccccc2)NC(=O)N1CCCC(=O)O (configuration not stated) | -5 | -7 | -4 | -18 | 1.4 | 1 | 6
CCCC#Cc1cnc2c(c1)C(=O)N([C@@H](C)CO)C[C@@H](C)[C@@H](CN(C)CCC)O2 | 10 | -1[16.7 µM] | -2 | · | 1.1 | · | 8
COc1cccc(CNC(=O)c2ccccc2SCC(=O)N2CCCC2)c1 | -4 | -2 | -3 | 5 | 1.4 | -1 | 5
O=C(C[C@@H]1C[C@@H]2c3cc(NC(=O)C4CCC4)ccc3O[C@@H]2[C@H](CO)O1)NCc1ccncc1 | 1 | -2[16.7 µM] | -6 | -11 | -2.8 | 2 | 7
COc1cc(/C=C2\SC(=O)N(c3ccc(O)cc3)C2=O)cc(OC)c1OC | -4 | · | -3 | 18 | 0.1 | 0 | -5
O=C(Nc1ccccc1C(F)(F)F)c1ccccn1 | · | · | -8 | 15 | -2.1 | · | 3
COc1ccc(N2CCN(C(=O)CCS(=O)(=O)c3cccc4nsnc34)CC2)cc1 | · | · | · | 2 | · | -2 | -1
CC(C)NC(=O)Nc1ccc2c(c1)C(=O)N([C@@H](C)CO)C[C@H](C)[C@@H](CN(C)C(=O)Nc1cccc3ccccc13)O2 | ? | -4[16.7 µM] | · | 1 | -1.7 | · | 15
CCOC(=O)Nc1ccccc1C(=O)N1CCOCC1 | · | -5 | · | 9 | · | 5 | ·
O=C(C1CCCCC1)N1[C@@H](CO)[C@@H](c2ccccc2)C12CN(Cc1ccc(F)cc1)C2 | -7 | · | -2 | 7 | -0.3 | 1 | -1
O=S(=O)(Oc1ccc(Cl)cc1)c1cccc2cccnc12 | 3 | -4 | -42 | -18 | 0.5 | 7 | 6
The list goes on:
SMILES | DENV2 CPE rescue | miR122 inh | EWS-Fli block | PAX8 reporter | CFTR F508del cor | FN deposit inh | GSIS activator
Cc1nc2ccc(NS(=O)(=O)c3ccc(F)c(C)c3)cc2[nH]1 | 1 | -8 | 9 | 22 | 1.8 | -11 | -45
Cc1ccc(S(=O)(=O)Nc2ccc3ccccc3c2[N+](=O)[O-])cc1 | 5 | 32 | -4 | 0 | -3.9 | 3 | ·
CCC(C)c1ccccc1NC(=O)C(C)OC(=O)CN1C(=O)NC(C)(C)C1=O (configuration not stated) | -1 | -17 | -2 | -3 | 0.5 | -5 | 5
CCOc1ccc(C(=O)NC2CCN(C(=O)Nc3ccccc3OC)CC2)cc1 | · | -3 | · | -15 | · | -5 | ·

Of the compounds above, 8 contain fluorine:
SMILES | DENV2 CPE rescue | miR122 inh | EWS-Fli block | PAX8 reporter | CFTR F508del cor | FN deposit inh | GSIS activator
COc1ccc(CNCCC(c2ccc(F)cc2)c2ccc(OC(C)C)cc2)cc1OC (configuration not stated) | -5 | -2 | 28 | 24 | -1.0 | -6 | ·
Cc1cc(C)cc(NC(=S)N2CCN(c3ncc(C(F)(F)F)cc3Cl)CC2)c1 | 8 | · | 3 | -8 | -2.2 | -17 | 2
COc1ccc(/C=N\NC(=O)c2ccccc2F)cc1COc1ccc(F)cc1 | -9 | 1 | 7 | 9 | 5.1 | 0 | 0
Cc1nc2ccc(S(=O)(=O)NCC(=O)Nc3ccc(F)cc3)cc2s1 | 15 | · | -4 | 3 | -2.0 | -3 | 10
COc1ccc(-c2cc(NC=O)c3ncc(-c4cccc(C(F)(F)F)c4)n3c2)c(OC)c1 | ? | 6 | 32 | 15 | -0.3 | 5 | ·
O=C(Nc1ccccc1C(F)(F)F)c1ccccn1 | · | · | -8 | 15 | -2.1 | · | 3
O=C(C1CCCCC1)N1[C@@H](CO)[C@@H](c2ccccc2)C12CN(Cc1ccc(F)cc1)C2 | -7 | · | -2 | 7 | -0.3 | 1 | -1
Cc1nc2ccc(NS(=O)(=O)c3ccc(F)c(C)c3)cc2[nH]1 | 1 | -8 | 9 | 22 | 1.8 | -11 | -45
